RGS4 act: RGS4 potentiation or activation. HEK293 M3R/inducible RGS4, carbachol calcium flux Fluo4; hits give low values. B-score at 10 µM. 310,000 tested, 0.92% active;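 active = B-score of the integrated calcium signal more than 4 SD below the library mean, with starting fluorescence not abnormally high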;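 note: negative B-score means reduced calcium response which marks RGS4 activation or potentiation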
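Test system: HEK293 cells with stable M3R and inducible RGS4; also added: carbachol at ECmax as muscarinic agonist stimulus; schedule: dye loading 30 min 37 °C, buffer rest 30 min RT; technique: kinetic calcium fluorescence imaging with Fluo4-AM dye, 2 µM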
KCNQ1 act: human KCNQ1 channel potentiation or activation | B-score at 10 µM | 310,000 tested, 0.35% active | CHO-K1 KCNQ1, thallium flux FluxOR fluorescence; hits give high values | AID 2648 | P51787;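 active = fluorescence ratio B-score, a plate-corrected score, at least three library SD, with initial intensity B-score within 5 SD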
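Assay system: stable KCNQ1 CHO-K1 line; medium: assay buffer, equal DMSO in all wells; timing: 90 min dye loading and 20 min compound exposure, both at room temperature; technique: kinetic FluxOR thallium fluorescence, 10-s 1-Hz baseline, 110-s post-stimulus read; read-out basis: B score of baseline-normalized fluorescence ratio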
GSK3A inh: human GSK-3 alpha kinase inhibition | P49840 | ADP-Glo luminescence, 60 min | inhibition, % at 10 µM | 320,000 tested, 0.1% active;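 in the data active = inhibition above about 50%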;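 note: GST-tagged GSK-3 alpha with peptide substrate and 25 µM ATP; 0% = DMSO neutral wells and 100% = GW8510 positive control wells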
RGS4 block: inhibitors of human RGS4; P49798; HEK293 M3R/RGS4 inducible, Fluo-4 calcium flux; hits give high values; triggered by carbachol at its EC20; B-score at 10 µM; 310,000 tested, 0.45% active;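 active = B-score, a plate-corrected calcium signal, over three deviations above library mean, with baseline fluorescence within five deviations of library mean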;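 note: RGS4 expression induced by doxycycline in cells with stable M3 receptor; B-score is computed from the integrated fluorescence ratio over baseline after carbachol; higher B-score means a larger calcium signal and so more RGS4 inhibition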
Target sequence (P49798 whole entry, looked up): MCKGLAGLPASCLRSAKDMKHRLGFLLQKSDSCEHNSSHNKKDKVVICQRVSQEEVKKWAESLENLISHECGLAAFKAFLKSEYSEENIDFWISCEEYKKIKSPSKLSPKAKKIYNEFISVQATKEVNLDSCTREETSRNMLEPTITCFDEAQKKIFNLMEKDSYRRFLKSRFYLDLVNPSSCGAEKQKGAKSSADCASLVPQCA
PolyA inh: inhibitors of polyadenylation in S. cerevisiae; calls only at 12 µM; S. cerevisiae SKY197-pL101 polyadenylation reporter, beta-gal luminescence; efflux-impaired pdr1/pdr3 knockout yeast; score 100 = 6 SD above DMSO; 300,000 tested, 0.02% active;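 active = lowest replicate activity score at least 50, where 100 means six control SD above control mean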;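 note: yeast exposed to compound for 9 h at 30 °C; higher score means more reporter readthrough which indicates perturbed polyadenylation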
GSK3B inh: inhibitors of human GSK3beta kinase; GST-GSK3beta kinase, ADP-Glo luminescence, 60 min; hits give low values; AID 2097; P49841; activity score (negative = inhibition), % at 10 µM; 300,000 tested, 0.038% active;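 active = more than half of replicate wells score below -50%, meaning over 50% inhibition versus plate controls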;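 note: 0% = median DMSO wells and -100% = median GW8510 positive control wells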
Target sequence (P49841 whole entry, looked up): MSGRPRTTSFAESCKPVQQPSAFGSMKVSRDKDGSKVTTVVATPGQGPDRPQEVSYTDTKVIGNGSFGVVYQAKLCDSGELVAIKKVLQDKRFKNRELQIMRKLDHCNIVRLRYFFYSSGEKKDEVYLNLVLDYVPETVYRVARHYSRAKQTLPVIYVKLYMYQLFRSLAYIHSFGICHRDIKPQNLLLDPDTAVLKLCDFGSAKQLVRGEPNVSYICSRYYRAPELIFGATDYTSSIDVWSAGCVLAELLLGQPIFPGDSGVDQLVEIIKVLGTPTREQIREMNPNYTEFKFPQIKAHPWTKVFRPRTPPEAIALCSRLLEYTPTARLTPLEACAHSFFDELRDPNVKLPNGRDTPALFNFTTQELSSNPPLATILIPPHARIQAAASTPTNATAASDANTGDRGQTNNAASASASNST
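Assay system: GST-fused GSK3beta enzyme, cell-free / Medium: Tris pH 7.5 buffer with MgCl2, DTT, BSA, heparin / Also added: peptide substrate plus 25 µM ATP (final) / Compound: 10 µM single point / Timing: kinase reaction with compound 60 min at room temperature / Detection: ADP-Glo luminescence / Benchmarks: DMSO neutral wells and GW8510 at 20 µM as positive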
Dyrk1A ADPGlo: Dyrk1A (rat) kinase inhibition; ADP-Glo luminescence, NFATc1 peptide; inhibition, % at 12.5 µM; 310,000 tested, 0.43% active; AID 504441; in the data active = inhibition above about 50%;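 note: plate controls were vehicle with enzyme for no effect and no enzyme for full effect; many of its hits are not listed in these tables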
KCNK9 inh: blocks the human KCNK9 two-pore domain potassium channel. 310,000 tested, 1.2% active. HEK293 KCNK9, FluxOR thallium flux fluorescence; hits give low values. Q9NPC2. B-score at 10 µM. AID 488922;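 active = ratio B-score over 3 SD below the library mean, with starting fluorescence within 5 SD of its mean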;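 note: negative B-score means less thallium flux so channel inhibition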
Target sequence (Q9NPC2 whole entry, looked up, the tested form may be a part): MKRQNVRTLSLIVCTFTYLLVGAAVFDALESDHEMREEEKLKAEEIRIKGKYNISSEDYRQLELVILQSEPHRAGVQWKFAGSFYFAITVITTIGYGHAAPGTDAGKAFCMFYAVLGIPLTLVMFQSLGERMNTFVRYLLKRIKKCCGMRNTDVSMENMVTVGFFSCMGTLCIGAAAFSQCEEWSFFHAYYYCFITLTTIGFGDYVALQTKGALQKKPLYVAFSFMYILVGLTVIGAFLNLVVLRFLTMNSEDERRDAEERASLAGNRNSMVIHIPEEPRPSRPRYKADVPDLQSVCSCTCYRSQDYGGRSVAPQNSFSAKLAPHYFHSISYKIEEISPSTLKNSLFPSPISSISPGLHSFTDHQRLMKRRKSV
KCNQ1 inh: blocks the human KCNQ1 potassium channel; P51787; CHO-K1 KCNQ1, FluxOR thallium flux fluorescence; hits give high values; B-score at 10 µM; 310,000 tested, 1.3% active; AID 2642;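 active = compounds whose thallium flux B-score, printed positive for inhibition, exceeds three library SD while starting fluorescence stays within three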;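 note: channel opened by potassium depolarization with thallium stimulus after 20 min compound exposure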
hERG protect: hERG (human) protection from proarrhythmic block. Q12809. CHO-hERG, FluxOR thallium flux, dofetilide IC70 present. activation (rescue from dofetilide block), less the hit threshold, % at 10 µM. 310,000 tested, 0.51% active;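 active = activation above the mean of controls blocked by dofetilide plus 5 SD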;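 note: thallium influx through hERG after potassium depolarization seen as dye fluorescence rise; in these data hits start at about 4.7%; inactives centre near -7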
KCNK3 inh: human KCNK3 channel inhibition, primary screen; CHO-KCNK3 thallium flux, FluxOR fluorescence; hits give low values; 340,000 tested, 0.84% active; B-score at 10 µM; AID 602410;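 active = B-score under library mean minus 4 SD, starting fluorescence ratio at most library mean plus 5 SD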;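 note: more negative B-score means stronger inhibition of thallium flux through KCNK3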
Numbers without * were called inactive. These rows are one share of the data, so the mix of outcomes need not match the whole.

What do the screens show for `Cc1ccccc1NC(=O)C(NS(=O)(=O)c1ccc2c(c1)c(=O)n(C)c(=O)n2C)c1ccccc1` (stereo not given)?
RGS4 act: inactive; KCNQ1 act: inactive; GSK3A inh: -1.5; RGS4 block: inactive; PolyA inh: inactive; GSK3B inh: 2.3; Dyrk1A ADPGlo: 2.8; KCNK9 inh: inactive; KCNQ1 inh: inactive; hERG protect: -13.9; KCNK3 inh: inactive

What do the screens show for `COc1ccc(OC)c(NC(=O)CCCCCn2nnc3ccccc3c2=O)c1`?
RGS4 act: inactive; KCNQ1 act: inactive; GSK3A inh: -2.5; RGS4 block: inactive; PolyA inh: inactive; GSK3B inh: 2.1; Dyrk1A ADPGlo: 0.4; KCNK9 inh: inactive; KCNQ1 inh: inactive; hERG protect: 1.5; KCNK3 inh: inactive

Results for O=C1NC[C@H](c2ccccc2)N(CCc2cc(C(F)(F)F)cc(C(F)(F)F)c2)C1=O ?
RGS4 act: inactive; KCNQ1 act: inactive; GSK3A inh: 2.7; RGS4 block: inactive; PolyA inh: inactive; GSK3B inh: -0.8; Dyrk1A ADPGlo: -0.1; KCNK9 inh: inactive; KCNQ1 inh: inactive; hERG protect: -11.8; KCNK3 inh: inactive

Results for COc1ccc(NC(=O)C2CCCO2)cc1Cl (stereo not given) ?
RGS4 act: inactive; KCNQ1 act: inactive; GSK3A inh: -6.5; RGS4 block: inactive; PolyA inh: inactive; GSK3B inh: -1.8; Dyrk1A ADPGlo: 0.7; KCNK9 inh: inactive; KCNQ1 inh: inactive; hERG protect: -4.9; KCNK3 inh: inactive

What do the screens show for `CC(C)(O)[C@H]1Cc2cc3ccc(=O)oc3cc2O1`?
RGS4 act: inactive; KCNQ1 act: inactive; GSK3A inh: 3.6; RGS4 block: inactive; PolyA inh: inactive; GSK3B inh: 6.7; Dyrk1A ADPGlo: 4.9; KCNK9 inh: inactive; KCNQ1 inh: inactive; hERG protect: -2.6; KCNK3 inh: inactive

Results for CCOC(=O)c1[nH]c2ccc(OCC)cc2c1NC(=O)CN1CCN(c2ccccc2)CC1 ?
RGS4 act: inactive; KCNQ1 act: inactive; GSK3A inh: 0.2; RGS4 block: inactive; PolyA inh: inactive; GSK3B inh: 0.5; Dyrk1A ADPGlo: -7.8; KCNK9 inh: inactive; KCNQ1 inh: inactive; hERG protect: -10.6; KCNK3 inh: inactive

How did COc1ccc(N2C(=NC(=O)C3CC3)SC3CS(=O)(=O)CC32)cc1Cl (stereo not given) do in these assays?
RGS4 act: inactive; KCNQ1 act: inactive; GSK3A inh: 1.5; RGS4 block: inactive; PolyA inh: inactive; GSK3B inh: 0.5; Dyrk1A ADPGlo: -1.7; KCNK9 inh: inactive; KCNQ1 inh: inactive; hERG protect: -10.8; KCNK3 inh: inactive

What do the screens show for `O=C(CCc1ccc(S(=O)(=O)NC2CCCCC2)cc1)NCc1ccccn1`?
RGS4 act: inactive; KCNQ1 act: inactive; GSK3A inh: 0.5; RGS4 block: inactive; PolyA inh: inactive; GSK3B inh: 4.1; Dyrk1A ADPGlo: -4.4; KCNK9 inh: inactive; KCNQ1 inh: inactive; hERG protect: -4.5; KCNK3 inh: inactive

Results for COCCNC(=O)Cn1cc(S(=O)(=O)N2CCN(c3ccccc3F)CC2)c2ccccc2c1=O ?
RGS4 act: inactive; KCNQ1 act: inactive; GSK3A inh: 5.8; RGS4 block: inactive; PolyA inh: inactive; GSK3B inh: -0.2; Dyrk1A ADPGlo: 0.5; KCNK9 inh: inactive; KCNQ1 inh: inactive; hERG protect: -7.2; KCNK3 inh: inactive

How did COC(=O)c1c(O)ccc(Oc2ccccc2)c1C(=O)OC do in these assays?
RGS4 act: inactive; KCNQ1 act: inactive; GSK3A inh: -0.4; RGS4 block: inactive; PolyA inh: inactive; GSK3B inh: -1.3; Dyrk1A ADPGlo: 8.5; KCNK9 inh: inactive; KCNQ1 inh: inactive; hERG protect: -9.3; KCNK3 inh: inactive

What do the screens show for `CCOC(=O)N1CCN(c2c(NC3CCN(Cc4ccccc4)CC3)c(=O)c2=O)CC1`?
RGS4 act: inactive; KCNQ1 act: inactive; GSK3A inh: -0.7; RGS4 block: inactive; PolyA inh: inactive; GSK3B inh: 2.1; Dyrk1A ADPGlo: -3.9; KCNK9 inh: inactive; KCNQ1 inh: inactive; hERG protect: -4.8; KCNK3 inh: inactive

How did Cc1sc2ncnc(OCC(=O)NCC3CCCO3)c2c1C (stereo not given) do in these assays?
RGS4 act: inactive; KCNQ1 act: inactive; GSK3A inh: -5.6; RGS4 block: inactive; PolyA inh: inactive; GSK3B inh: -1.0; Dyrk1A ADPGlo: 2.4; KCNK9 inh: inactive; KCNQ1 inh: inactive; hERG protect: -5.0; KCNK3 inh: inactive

What do the screens show for `Cc1nc2ccccc2c(=O)n1/N=C1\C(=O)N(C)c2ccccc21`?
RGS4 act: inactive; KCNQ1 act: inactive; GSK3A inh: -2.0; RGS4 block: inactive; PolyA inh: inactive; GSK3B inh: 3.3; KCNK9 inh: inactive; KCNQ1 inh: inactive; hERG protect: -11.1

Results for CCc1cccc(OCC2Cn3c(nc4c3c(=O)n(C)c(=O)n4C)O2)c1 (stereo not given) ?
RGS4 act: inactive; KCNQ1 act: inactive; GSK3A inh: 12.5; RGS4 block: inactive; GSK3B inh: -0.2; Dyrk1A ADPGlo: 1.9; KCNK9 inh: inactive; KCNQ1 inh: inactive; hERG protect: -2.3; KCNK3 inh: inactive

What do the screens show for `O=C1CC2(CCN(C(=O)c3c(F)cccc3Cl)CC2)Oc2ccccc21`?
RGS4 act: inactive; KCNQ1 act: inactive; GSK3A inh: -1.2; RGS4 block: inactive; PolyA inh: inactive; GSK3B inh: 3.5; Dyrk1A ADPGlo: -4.3; KCNK9 inh: inactive; KCNQ1 inh: inactive; hERG protect: -10.7; KCNK3 inh: inactive

What do the screens show for `Cc1noc(/C=C/N(C)C)c1S(=O)(=O)N1CCCC(C(=O)NC2CCCCC2C)C1` (stereo not given)?
RGS4 act: inactive; KCNQ1 act: inactive; GSK3A inh: 0.7; RGS4 block: inactive; PolyA inh: inactive; GSK3B inh: -0.1; Dyrk1A ADPGlo: 0.6; KCNK9 inh: inactive; KCNQ1 inh: inactive; hERG protect: -16.2; KCNK3 inh: inactive

What do the screens show for `NS(=O)(=O)c1ccc(NC(=S)NNC(=O)c2cccs2)cc1`?
RGS4 act: inactive; KCNQ1 act: inactive; GSK3A inh: -4.4; RGS4 block: inactive; PolyA inh: inactive; GSK3B inh: -2.8; Dyrk1A ADPGlo: -1.0; KCNK9 inh: inactive; KCNQ1 inh: inactive; hERG protect: -2.3; KCNK3 inh: inactive

Results for Fc1ccc(CNC(=S)Nc2ccccc2Cl)cc1 ?
RGS4 act: inactive; KCNQ1 act: inactive; GSK3A inh: 0.1; RGS4 block: inactive; PolyA inh: inactive; GSK3B inh: -2.1; Dyrk1A ADPGlo: -6.6; KCNK9 inh: inactive; KCNQ1 inh: inactive; hERG protect: -5.0; KCNK3 inh: inactive

Results for COc1ccc(CNC(=O)COC(=O)CN2C(=O)C(C)Oc3ccc(C)cc32)cc1 (stereo not given) ?
RGS4 act: inactive; KCNQ1 act: inactive; GSK3A inh: -2.2; RGS4 block: inactive; PolyA inh: inactive; GSK3B inh: -2.3; Dyrk1A ADPGlo: -2.8; KCNK9 inh: inactive; KCNQ1 inh: inactive; hERG protect: -1.1; KCNK3 inh: inactive

Results for CCOC(=O)c1ccc(C(=O)NNC(=O)C2CC=CCC2)cc1 (stereo not given) ?
RGS4 act: inactive; KCNQ1 act: inactive; GSK3A inh: -0.8; RGS4 block: inactive; PolyA inh: inactive; GSK3B inh: 1.5; KCNK9 inh: inactive; KCNQ1 inh: inactive; hERG protect: -9.3; KCNK3 inh: inactive

Results for COc1nc(NCCc2ccc(OC)c(OC)c2)nc(Nc2ccccc2)n1 ?
RGS4 act: inactive; KCNQ1 act: inactive; GSK3A inh: -1.3; RGS4 block: inactive; PolyA inh: inactive; GSK3B inh: 0.3; Dyrk1A ADPGlo: 3.0; KCNK9 inh: inactive; KCNQ1 inh: inactive; hERG protect: -5.5; KCNK3 inh: inactive

Results for CC(C)c1ccc(NC2CCCN(C(=O)CCN3CCCCO3)C2)cc1 (stereo not given) ?
RGS4 act: inactive; KCNQ1 act: inactive; GSK3A inh: -2.4; RGS4 block: inactive; PolyA inh: inactive; GSK3B inh: -1.5; Dyrk1A ADPGlo: -5.6; KCNK9 inh: inactive; KCNQ1 inh: inactive; hERG protect: -7.4; KCNK3 inh: inactive

How did CC(=O)N1CCN(c2cc(N3CCc4ccccc4C3)c(F)cc2[N+](=O)[O-])CC1 do in these assays?
RGS4 act: inactive; KCNQ1 act: inactive; GSK3A inh: -4.1; RGS4 block: inactive; PolyA inh: inactive; GSK3B inh: -0.1; Dyrk1A ADPGlo: -9.5; KCNK9 inh: inactive; KCNQ1 inh: inactive; hERG protect: -19.9; KCNK3 inh: inactive

What do the screens show for `O=C(CSc1nc2c(c(=O)n1-c1ccccc1)SCC2)NCC1CCCO1` (stereo not given)?
RGS4 act: inactive; KCNQ1 act: inactive; GSK3A inh: -1.4; RGS4 block: inactive; PolyA inh: inactive; GSK3B inh: -3.9; Dyrk1A ADPGlo: 0.7; KCNK9 inh: inactive; KCNQ1 inh: inactive; hERG protect: -7.2; KCNK3 inh: inactive

How did O=C(OC1CCOC1=O)c1ccc(NS(=O)(=O)c2cccs2)cc1 (stereo not given) do in these assays?
RGS4 act: inactive; KCNQ1 act: inactive; RGS4 block: inactive; PolyA inh: inactive; GSK3B inh: 0.9; Dyrk1A ADPGlo: -2.7; KCNK9 inh: inactive; KCNQ1 inh: inactive; hERG protect: 2.9; KCNK3 inh: inactive

Results for Cc1ccc(OCC(=O)NC(=S)Nc2ccc3c4c(cccc24)CC3)cc1 ?
RGS4 act: inactive; KCNQ1 act: inactive; GSK3A inh: 3.8; RGS4 block: inactive; PolyA inh: inactive; GSK3B inh: -1.0; Dyrk1A ADPGlo: 9.3; KCNK9 inh: inactive; KCNQ1 inh: inactive; hERG protect: 0.5; KCNK3 inh: inactive
